# Screening data (PubChem BioAssay)
# ULK1 primary = blocks human autophagy kinase ULK1. inhibition, % at 5.96 µM. AID 1259251. hit rate 1.9% among 30,000. AlphaScreen Atg13 phosphorylation by ULK1, luminescence; in the data active = inhibition above about 43%;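 note: 0% = median of compound wells and 100% = no enzyme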
# ASK1 primary = inhibitors of human ASK1 kinase | Q99683 | AlphaScreen MKK6 phosphorylation by ASK1, luminescence | inhibition, % at 7.44 µM | hit rate 0.99% among 22,000; in the data active = inhibition above about 35%;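 note: 0% = median of compound wells and 100% = no enzyme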
# Target sequence (Q99683 whole entry, looked up): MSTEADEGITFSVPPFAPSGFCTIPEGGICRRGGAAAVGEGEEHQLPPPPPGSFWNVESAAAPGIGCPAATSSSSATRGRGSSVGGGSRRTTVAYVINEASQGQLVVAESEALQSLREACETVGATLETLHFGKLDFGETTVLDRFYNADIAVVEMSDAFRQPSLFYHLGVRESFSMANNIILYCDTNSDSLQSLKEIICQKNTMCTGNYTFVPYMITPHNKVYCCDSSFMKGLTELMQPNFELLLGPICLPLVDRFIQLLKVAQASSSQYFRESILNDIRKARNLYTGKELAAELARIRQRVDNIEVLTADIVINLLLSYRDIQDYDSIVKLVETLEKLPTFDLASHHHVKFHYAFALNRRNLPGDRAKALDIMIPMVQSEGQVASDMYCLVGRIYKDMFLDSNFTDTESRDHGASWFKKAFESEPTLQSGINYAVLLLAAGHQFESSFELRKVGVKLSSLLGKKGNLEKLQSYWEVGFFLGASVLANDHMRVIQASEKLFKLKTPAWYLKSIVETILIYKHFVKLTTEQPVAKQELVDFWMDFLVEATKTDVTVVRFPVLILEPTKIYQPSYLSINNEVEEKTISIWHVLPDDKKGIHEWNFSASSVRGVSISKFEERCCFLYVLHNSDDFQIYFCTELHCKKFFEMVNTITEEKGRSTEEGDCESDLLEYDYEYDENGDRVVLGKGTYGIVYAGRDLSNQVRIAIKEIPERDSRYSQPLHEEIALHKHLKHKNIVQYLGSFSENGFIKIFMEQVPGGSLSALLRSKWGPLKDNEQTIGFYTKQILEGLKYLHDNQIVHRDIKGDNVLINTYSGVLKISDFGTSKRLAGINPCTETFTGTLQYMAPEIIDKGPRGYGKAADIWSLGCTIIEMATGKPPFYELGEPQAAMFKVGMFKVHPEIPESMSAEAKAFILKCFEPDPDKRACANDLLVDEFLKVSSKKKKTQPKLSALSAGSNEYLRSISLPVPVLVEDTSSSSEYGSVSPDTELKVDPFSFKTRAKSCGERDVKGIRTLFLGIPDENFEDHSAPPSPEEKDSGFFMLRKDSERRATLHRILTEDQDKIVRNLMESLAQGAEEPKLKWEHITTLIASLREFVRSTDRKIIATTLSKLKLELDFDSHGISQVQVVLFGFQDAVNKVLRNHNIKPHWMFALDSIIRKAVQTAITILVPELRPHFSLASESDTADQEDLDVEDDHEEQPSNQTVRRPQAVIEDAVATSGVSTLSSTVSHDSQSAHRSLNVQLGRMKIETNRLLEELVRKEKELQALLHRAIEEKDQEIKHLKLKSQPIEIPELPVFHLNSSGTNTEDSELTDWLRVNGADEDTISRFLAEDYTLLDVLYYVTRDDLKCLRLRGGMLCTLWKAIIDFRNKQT
# * = called active by the depositor; x = no result given.
SMILES,ULK1 primary,ASK1 primary
CCCNC(=O)c1cnc(-c2ccccc2)s1,1.2,3.7
O=C(NCCc1ccc(O)cc1)C1CCN(c2ccc(Nc3ccc(N4CCOCC4)cc3)nn2)CC1,0.8,-9.2
CCNc1cc(C)nc(Nc2ccc(NC(=O)c3cc(OC)c(OC)c(OC)c3)cc2)n1,-10.9,x
Cc1ccn2cc(-c3ccc(NC(=O)c4ccc(Br)cc4)cc3)nc2n1,7.4,x
Cc1cc(NCCc2ccc(O)cc2)nc(-c2ccc(N3CCOCC3)nc2)n1,-18.4,-1.0
O=C(NC1CCN(Cc2ccccc2)CC1)C1CCN(c2ccc(Nc3ccccc3)nn2)CC1,0.3,0.8
O=C(NC1CC1)c1csc(Nc2ccc(-n3ccnc3)cc2)n1,13.6,-7.5
Nc1cccc(-c2ncc(C(=O)NCc3nc4ccccc4[nH]3)s2)c1,-0.1,0.4
c1ccc(-c2nc(-c3cccnc3)cc(N3CCN(c4ccccn4)CC3)n2)cc1,1.1,x
CC(=O)Nc1ccc(NC(=O)c2cccc(Nc3ccc(-n4ccnc4)cc3)n2)cc1,16.2,-1.7
O=C1CCCN1CCn1cnc2c(NCCc3ccc(O)cc3)nc(NC3CCN(Cc4ccccc4)CC3)nc21,0.7,9.9
Cc1nc(-c2cccc(C(F)(F)F)c2)cc(N2CCC(O)CC2)n1,-3.9,x
CCNc1cccc(C(=O)NCCc2ccc(OC)cc2)n1,-16.9,-7.8
COc1ccc(CCNc2cc(C)nc(N3CCc4ccccc4C3)n2)cc1,-8.2,4.7
COc1cc(NC(=O)c2cccc(-n3cc(NC(=O)CCc4ccccc4)cn3)c2)cc(OC)c1OC,-16.0,-3.1
Nc1cc(S(=O)(=O)C(F)F)ccc1Cl,-3.3,x
c1ccc(OCCNc2ccnc(NCc3cccnc3)n2)cc1,2.3,1.1
O=C(Nc1ccc2[nH]ncc2c1)[C@H]1CCCN1C(=O)C(O)c1ccc(F)cc1F (stereo partly specified),5.5,-18.0
c1ccc(-c2cnc(NC3CC3)nc2)cc1,11.3,x
CCCNC(=O)C1CCN(c2ccc(Nc3cc(OC)c(OC)c(OC)c3)nn2)CC1,3.1,7.1
C[C@@H](NCCc1ccc(O)cc1)[C@@H](O)c1ccc(O)cc1,0.6,x
FC1(F)Oc2ccc(Nc3nccc(-c4cncc(N5CCOCC5)c4)n3)cc2O1,1.7,11.1
Nc1nc(NCc2cccnc2)nc2c1ncn2Cc1ccc(C(F)(F)F)cc1,16.0,3.0
CC(O)COc1ccccc1 (stereo unspecified),-9.8,x
c1ccc(-c2cnn(-c3ccnc(Nc4ccc(N5CCOCC5)cc4)c3)c2)cc1,-10.1,-18.7
CC(=O)Nc1ccc(Nc2nc(Nc3ccc(-n4ccnc4)cc3)ncc2C)cc1,31.6,-15.4
COc1ccc(-c2nc3ncnc(NCCc4ccc(O)cc4)c3[nH]2)cc1,-41.3,3.0
c1cc(-c2cncc(N3CCOCC3)c2)nc(Nc2ccc3c(c2)OCCO3)n1,3.9,17.6
CCCCOC(=O)c1ccc(O)cc1,-11.3,x
CN1CCN(C(=O)c2ccc(-c3nc(C(=O)NCc4cccc(C(F)(F)F)c4)cs3)cc2)CC1,-15.8,-9.1
COc1cc(Nc2nc(-c3csc4ccccc34)nc3c2ncn3C(C)C)cc(OC)c1OC,-48.0,6.9
CCOC(=O)C1CCN(c2ccc(S(C)(=O)=O)cc2N)CC1,1.6,x
COc1ccc(-c2ccc(C(=O)NCCCN3CCCC3=O)s2)cc1,-5.5,-11.4
CC(C)[C@@H](O)C(=O)N[C@H]1CC[C@H](C(=O)Nc2ccc3[nH]ncc3c2)C1,3.7,-2.4
O=S(c1cc(Cl)cc(Cl)c1O)c1cc(Cl)cc(Cl)c1O,6.4,x
CCOC(=O)c1cccc(-n2ncc3cc(Nc4nccc(-c5cncc(N6CCOCC6)c5)n4)ccc32)c1,4.7,10.6
Cn1c(=O)c2c(n(C)c1=O)n1c(-c3c(F)cccc3Cl)nnc1n2CCc1ccccc1,31.4,x
OC1CCC(Nc2nc(Nc3ccc4c(c3)OCO4)c3ncn(-c4ccsc4)c3n2)CC1 (stereo unspecified),31.0,6.8
COc1ccc(C(=O)Nc2ccc(-c3cn[nH]c3)cc2OC2CCN(C)CC2)cc1,-14.3,-11.8
NS(=O)(=O)c1ccc(C(=O)O)cc1,1.9,x
CC(=O)c1cccc(-c2nc(Nc3ccccc3)c3ncn(Cc4ccc(C(F)(F)F)cc4)c3n2)c1,-0.4,-10.3
COc1ccc(CCNc2cc(C)nc(N3CCN(Cc4ccc5c(c4)OCO5)CC3)n2)cc1,-26.6,15.2
COc1ccc(-c2nc(NC3CC3)c3ncn(-c4ccsc4)c3n2)cn1,-4.9,5.7
CC(C)n1c(-c2ccc(N3CCOCC3)nc2)nc2c(NC3CC3)ncnc21,0.7,10.5
c1nc(NCCN2CCOCC2)cc(N2CCC(N3CCOCC3)CC2)n1,4.5,6.1
COc1ccc2c(c1)CC(c1nc3ccc(-c4cccnc4)cc3o1)CO2 (stereo unspecified),-20.2,11.6
COc1cccc(CNC(=O)Nc2ccc(-c3cn[nH]c3)cc2SCCC(=O)N(C)C)c1,-21.8,2.1
FC(F)(F)c1ccc(Cn2cnc3c(NCCN4CCOCC4)nc(NCc4ccc5c(c4)OCO5)nc32)cc1,-39.7,0.8
O=C(Nc1ccc(F)cc1)C1CCCCC1,3.8,x
Cn1cnnc1-c1ccc(Nc2nccc(-c3cc(C#N)cc(N4CCOCC4)c3)n2)cc1,-13.7,11.9
CCCNc1nc(N2CCc3ccccc3C2)nc2c1ncn2Cc1ccc(C(F)(F)F)cc1,1.6,8.7
CCNc1cc(Nc2ccc3c(c2)OCO3)ncn1,-14.7,4.7
Nc1nc(NCc2cccnc2)nc2c1ncn2CCN1CCCC1=O,4.5,-0.3
Cc1cc(NCCO)nc(-c2c(C)noc2C)n1,5.5,6.3
Nc1ccnc(-c2ccc(N3CCOCC3)nc2)n1,-0.7,-12.7
FC(F)(F)c1cccc(CNc2nc(NCc3cccnc3)nc3c2ncn3-c2ccsc2)c1,8.7,2.7
COc1ccc(CNc2ccnc(Nc3ccc(OC)nc3)n2)cc1,-2.4,-12.1
O=C(Nc1cc(-c2ccncc2)c[nH]c1=O)C1Oc2cc3ccccc3cc2O1,-20.6,-0.2
O=C(NCCN1CCOCC1)c1cccc(-n2ncc3cc(Nc4c(Cl)cccc4Cl)ccc32)c1,-43.5,-20.3
FC(F)(F)c1cccc(CNc2nc(NC3CCN(Cc4ccccc4)CC3)nc3c2ncn3-c2ccsc2)c1,1.1,26.6

# The closing 4 entries of the part before open the next one.
SMILES,ULK1 primary,ASK1 primary
COc1ccc(CNc2ccnc(Nc3ccc(OC)nc3)n2)cc1,-2.4,-12.1
O=C(Nc1cc(-c2ccncc2)c[nH]c1=O)C1Oc2cc3ccccc3cc2O1,-20.6,-0.2
O=C(NCCN1CCOCC1)c1cccc(-n2ncc3cc(Nc4c(Cl)cccc4Cl)ccc32)c1,-43.5,-20.3
FC(F)(F)c1cccc(CNc2nc(NC3CCN(Cc4ccccc4)CC3)nc3c2ncn3-c2ccsc2)c1,1.1,26.6
Cc1noc(C)c1-c1cc(C(=O)Nc2ccccc2)ccn1,-5.5,0.1
CN(C)c1cc(NC(=O)CNC(C)(C)C)c(O)c2c1C[C@H]1C[C@H]3[C@@H](N(C)C)C(=O)C(C(N)=O)=C(O)[C@@]3(O)C(=O)C1=C2O,25.6,x
OCC1CCCN1c1nc(NCCc2ccc(O)cc2)c2ncn(C3CCCCC3)c2n1 (stereo unspecified),-12.5,6.1
COc1cc2nc(Nc3ccc(N4CCOCC4)cc3)nc(NCCCN3CCCC3=O)c2cc1OC,20.7,17.4
COCCNc1cc(-c2ccc(F)cc2)nc(C)n1,0.8,x
COC(=O)[C@H](CC(C)C)Nc1nc(-c2ccncc2)nc2cnccc12,4.8,7.5
CCCCCN(C)CCC(O)(P(=O)(O)O)P(=O)(O)O,-14.0,x
CCN(CC)C(=O)C1CCCN(c2cc(C(=O)NCCc3ccc(OC)cc3)ccn2)C1 (stereo unspecified),-4.4,-3.7
CCOC(=O)/C(=C/c1ccc(N(C)C)cc1)NC(=O)c1ccccc1,-2.1,x
O=C1CCCN1CCn1cnc2c(Nc3ccc(Oc4ccccc4)cc3)nc(-c3ccccc3)nc21,-28.9,-3.9
CC(C)n1cnc2c(NCCOc3ccccc3)nc(-c3ccc(N4CCN(C)CC4)cc3)nc21,3.2,21.0
COc1cc2nc(-c3c(C)nn(C)c3C)nc(NC3CC3)c2cc1OC,-0.9,-1.1
O=C(Nc1ccc(N2CCOCC2)cc1)c1cccc(-c2csc3ccccc23)c1,4.9,22.9
COc1ccc(C(=O)c2oc3cc(NC(=O)c4ccc(OC)c(OC)c4)ccc3c2C)cc1,-9.6,x
OCC1CCCN1c1cc(NCCOc2ccccc2)ncn1 (stereo unspecified),-2.0,-7.7
CCCNc1nc(N2CCCC(C(=O)N(CC)CC)C2)nc2c1ncn2-c1ccsc1 (stereo unspecified),19.0,-42.8
CC1CCCN(C(=O)Nc2ccc(NC(=O)N3CCCC(C)C3C)cc2)C1C (stereo unspecified),-8.3,x
COc1ccc(NC(=S)NNC(=O)CNc2ccc(Cl)cc2)cc1,-0.4,x
COc1cc(Nc2cc(-c3csc4ccccc34)ncn2)cc(OC)c1OC,-8.7,18.6
CC(=O)Nc1ccc(Nc2cc(C)nc(-c3ccc(C(N)=O)cc3)n2)cc1,-5.0,1.1

# Some of these compounds in order of the ULK1 primary value, falling:
SMILES,ULK1 primary,ASK1 primary
COC(=O)[C@H](CC(C)C)Nc1nc(-c2ccncc2)nc2cnccc12,4.8,7.5
COCCNc1cc(-c2ccc(F)cc2)nc(C)n1,0.8,x
CCCCCN(C)CCC(O)(P(=O)(O)O)P(=O)(O)O,-14.0,x

# Remaining list, next part.
SMILES,ULK1 primary,ASK1 primary
O=C(Nc1ccc2[nH]ncc2c1)C1CN(Cc2ccccc2)CC1c1ccc(C(F)(F)F)cc1 (stereo unspecified),-32.9,6.1
Cn1nccc1Nc1nc2ccc(C(=O)NCc3ccccc3)cc2s1,-8.9,-4.0
Cc1ccc(C)c(NC(=O)C2CC(O)CN2C(=O)Oc2ccccc2)c1 (stereo unspecified),6.7,x
Cc1ncn(-c2ccc(Nc3ncc4cccc(-c5ccn(C)n5)c4n3)cc2)n1,88.6*,-74.2
CS(=O)(=O)c1ccc(C(O)[C@H](CF)NC(=O)C(Cl)Cl)cc1 (stereo partly specified),1.2,x
O=C(NCc1nnnn1-c1ccc(F)cc1)c1c(F)cccc1F,3.4,x
CC(C)(C)NCC(O)COc1ccccc1-c1ccccc1 (stereo unspecified),-1.2,x
CN(C)c1cccc(Nc2nc(NCc3cccc(C(F)(F)F)c3)c3ncn(CCN4CCCC4=O)c3n2)c1,-11.1,16.0
Cn1c(Nc2nc(NCc3cccc(C(F)(F)F)c3)c3ncn(-c4ccccc4)c3n2)nc2ccccc21,8.9,-5.1
Nc1nc(NCc2nc3ccccc3[nH]2)cc(N2CCN(Cc3ccc4c(c3)OCO4)CC2)n1,4.5,1.2
O=C(NCc1cccc(C(F)(F)F)c1)c1ccc2nc(NCCCN3CCCC3=O)sc2c1,-4.3,11.3
NC(=O)c1ccc(-c2nccc(Nc3ccccc3)n2)cc1,-0.8,15.7

# ULK1 primary, what is marked active above.
SMILES,ULK1 primary,ASK1 primary
Cc1ncn(-c2ccc(Nc3ncc4cccc(-c5ccn(C)n5)c4n3)cc2)n1,88.6*,-74.2

# Ordered by length of the SMILES (rising): some entries from above
SMILES,ULK1 primary,ASK1 primary
CC(C)(C)NCC(O)COc1ccccc1-c1ccccc1 (stereo unspecified),-1.2,x
O=C(Nc1ccc2[nH]ncc2c1)C1CN(Cc2ccccc2)CC1c1ccc(C(F)(F)F)cc1 (stereo unspecified),-32.9,6.1
CN(C)c1cccc(Nc2nc(NCc3cccc(C(F)(F)F)c3)c3ncn(CCN4CCCC4=O)c3n2)c1,-11.1,16.0
